TbREL1 inh: TbREL1 inhibition, primary screen; actives 0.49% (n = 89,000); AID 1117264; inhibition, % at 9.66 µM; P86926; TbREL1 RNA ligation, FRET fluorescence;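 active means inhibition above the mean inhibition across all screened compounds plus 3 SD, cut at about 11% in these data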;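 further: 0% = plate median of test wells and 100% = NSC42067 control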
Target sequence (P86926 whole entry, looked up): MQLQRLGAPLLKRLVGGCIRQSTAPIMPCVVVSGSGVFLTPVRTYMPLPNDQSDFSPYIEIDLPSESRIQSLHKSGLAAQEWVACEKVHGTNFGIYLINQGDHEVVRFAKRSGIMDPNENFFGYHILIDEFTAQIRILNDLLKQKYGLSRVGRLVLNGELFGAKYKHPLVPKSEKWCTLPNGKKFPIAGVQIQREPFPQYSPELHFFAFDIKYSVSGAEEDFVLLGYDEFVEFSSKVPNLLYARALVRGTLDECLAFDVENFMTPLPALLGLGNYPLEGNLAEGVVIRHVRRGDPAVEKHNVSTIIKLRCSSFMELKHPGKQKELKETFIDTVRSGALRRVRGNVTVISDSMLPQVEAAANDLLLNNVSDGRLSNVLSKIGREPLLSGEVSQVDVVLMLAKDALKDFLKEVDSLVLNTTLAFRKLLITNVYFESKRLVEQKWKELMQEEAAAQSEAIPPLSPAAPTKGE
Active calls of the source: *. Some of the compounds tested; the hit share may differ from the screen's.

The opening 25 entries (preview)
SMILES	TbREL1 inh
O=C(NCC1COc2ccccc2O1)C1CCCN(S(=O)(=O)c2cnc[nH]2)C1 (stereo unspecified)	2
O=C(CN(c1ccccc1)S(=O)(=O)c1ccccc1)N1CCN(Cc2ccc3c(c2)OCO3)CC1	-2
N=c1c2c(ncn1CCN1CCOCC1)Oc1ccc3ccccc3c1C2c1ccccc1 (stereo unspecified)	-1
COC(=O)Nc1nn(-c2ccc(C)cc2)c(=O)c(C#N)c1C	1
C1=CC2CCC1ON2c1ccccc1 (stereo unspecified)	-4
CCCCC1(CC(=O)OCC)SCCN1C(N)=O (stereo unspecified)	-2
O=C(CNC(=O)N1CC(=O)Nc2ccccc21)NCc1ccccc1Cl	-1
CCn1c(SCc2ccc(C(C)(C)C)cc2)nnc1-c1ccc(C(C)(C)C)cc1	0
O=C(CCOc1ccccc1)N1CCN(S(=O)(=O)c2ccccc2F)CC1	0
COC(=O)C1C(=O)N2CCCSC2=C(C#N)C1c1cccs1 (stereo unspecified)	-1
O=C(NNC(=O)c1nc2ccccc2[nH]1)OCc1ccccc1	2
COc1ccc(OC)c(NC(=O)COc2ccc3c(c2)CCC3)c1	1
CCSC1=NC2(CCCCC2)Nc2sc3c(c21)CCCC3	1
O=C(O)C1CCCN(S(=O)(=O)c2ccc(Cl)s2)C1 (stereo unspecified)	-1
COc1ccc(OC)c(C2C(C(=O)Nc3ccccc3OC)=C(C)Nc3nc(CCCO)nn32)c1 (stereo unspecified)	-2
COC(=O)CCC(=O)OC1(C)C(=O)C=C2C=C(C3CC3)N(CCc3c[nH]c4ccccc34)C=C2C1=O (stereo unspecified)	-3
CC(C)Cn1c(SCC(=O)N2CCOCC2)nc2ccccc2c1=O	-2
C=CCOc1cccc(C2C(C(=O)c3ccc(C)o3)=C(O)C(=O)N2CCCn2ccnc2)c1 (stereo unspecified)	-6
CC1Cc2ccccc2N1C(=O)CCS(=O)(=O)c1cccs1 (stereo unspecified)	-1
O=C1NCC(COCC2CC=CCC2)O1 (stereo unspecified)	-2
CC(C)C[C@H](NC(=O)Nc1ccc(Oc2ccccc2)cc1)C(=O)O	0
COc1cccc(NC(=O)CSCc2cc(=O)n3nc(C4CC4)sc3n2)c1	7
CCN1CCCc2cc(CN(CCN3CCOCC3)C(=S)Nc3ccccc3OC)ccc21	-8
CN(C)CCCN(C(=O)c1ccc(S(=O)(=O)N2CCCc3ccccc32)cc1)c1nc2ccc(F)cc2s1	5
COC(=O)[C@]12CCCCC=C1N(Cc1ccco1)C(=O)[C@H](CC(=O)N1CCOCC1)C2	1

The listing, from the start:
SMILES	TbREL1 inh
O=C(NCC1COc2ccccc2O1)C1CCCN(S(=O)(=O)c2cnc[nH]2)C1 (stereo unspecified)	2
O=C(CN(c1ccccc1)S(=O)(=O)c1ccccc1)N1CCN(Cc2ccc3c(c2)OCO3)CC1	-2
N=c1c2c(ncn1CCN1CCOCC1)Oc1ccc3ccccc3c1C2c1ccccc1 (stereo unspecified)	-1
COC(=O)Nc1nn(-c2ccc(C)cc2)c(=O)c(C#N)c1C	1
C1=CC2CCC1ON2c1ccccc1 (stereo unspecified)	-4
CCCCC1(CC(=O)OCC)SCCN1C(N)=O (stereo unspecified)	-2
O=C(CNC(=O)N1CC(=O)Nc2ccccc21)NCc1ccccc1Cl	-1
CCn1c(SCc2ccc(C(C)(C)C)cc2)nnc1-c1ccc(C(C)(C)C)cc1	0
O=C(CCOc1ccccc1)N1CCN(S(=O)(=O)c2ccccc2F)CC1	0
COC(=O)C1C(=O)N2CCCSC2=C(C#N)C1c1cccs1 (stereo unspecified)	-1
O=C(NNC(=O)c1nc2ccccc2[nH]1)OCc1ccccc1	2
COc1ccc(OC)c(NC(=O)COc2ccc3c(c2)CCC3)c1	1
CCSC1=NC2(CCCCC2)Nc2sc3c(c21)CCCC3	1
O=C(O)C1CCCN(S(=O)(=O)c2ccc(Cl)s2)C1 (stereo unspecified)	-1
COc1ccc(OC)c(C2C(C(=O)Nc3ccccc3OC)=C(C)Nc3nc(CCCO)nn32)c1 (stereo unspecified)	-2
COC(=O)CCC(=O)OC1(C)C(=O)C=C2C=C(C3CC3)N(CCc3c[nH]c4ccccc34)C=C2C1=O (stereo unspecified)	-3
CC(C)Cn1c(SCC(=O)N2CCOCC2)nc2ccccc2c1=O	-2
C=CCOc1cccc(C2C(C(=O)c3ccc(C)o3)=C(O)C(=O)N2CCCn2ccnc2)c1 (stereo unspecified)	-6
CC1Cc2ccccc2N1C(=O)CCS(=O)(=O)c1cccs1 (stereo unspecified)	-1
O=C1NCC(COCC2CC=CCC2)O1 (stereo unspecified)	-2
CC(C)C[C@H](NC(=O)Nc1ccc(Oc2ccccc2)cc1)C(=O)O	0
COc1cccc(NC(=O)CSCc2cc(=O)n3nc(C4CC4)sc3n2)c1	7
CCN1CCCc2cc(CN(CCN3CCOCC3)C(=S)Nc3ccccc3OC)ccc21	-8
CN(C)CCCN(C(=O)c1ccc(S(=O)(=O)N2CCCc3ccccc32)cc1)c1nc2ccc(F)cc2s1	5
COC(=O)[C@]12CCCCC=C1N(Cc1ccco1)C(=O)[C@H](CC(=O)N1CCOCC1)C2	1
CC1CCC2(CCC(=O)N2C[C@@H](O)c2ccccc2)CC1 (stereo partly specified)	-2
O=C(C[C@H]1C/C=C\C[C@@H](Cc2ccc(F)cc2)C(=O)O[C@@H](c2ccccc2)CNC1=O)N[C@@H](CO)Cc1ccccc1	0
CCc1ccc(NC(=O)CSc2n[nH]c(C)c2[N+](=O)[O-])cc1	3
COc1ccc(N2CCN(C(CNC(=O)c3ccc4c(c3)OCO4)c3ccco3)CC2)cc1 (stereo unspecified)	-4
COC(=O)C1=C(C)N(Cc2ccc(C(F)(F)F)cc2)C(=NCc2ccc(OC)cc2)NC1c1ccccc1C(F)(F)F (stereo unspecified)	17*
COC/C=C/C1=CC2=CC(=O)C(C)(OC(=O)c3cnc4ccccc4n3)C(=O)C2=CN1CCCCO (stereo unspecified)	3
CC(=O)Nc1ccc(NC(=O)C2(C)Cc3c(-c4cccc(NC(C)=O)c4)ccnc3O2)cc1 (stereo unspecified)	-2
CSc1ccc(-c2nc(CSCC(=O)NCCCN3CCCC3=O)c(C)o2)cc1	4
O=C1OCCN1C(=O)[C@H]1[C@H](c2ccc(F)cc2)C(c2ccc(F)cc2)=NN1c1ccccc1	2
COc1ccc(C(=O)OCC(=O)Nc2ccc(N3CCOCC3)cc2)cc1	-6
CC(C)(C)c1ccc(OCc2ccc(C(=O)Nc3cccnc3)o2)cc1	1
O=C(Oc1ccc2ccc(O)cc2c1)c1ccccc1Cl	2
CN(CCc1ccccn1)c1ncnc2[nH]ncc12	1
O=S(=O)(c1ccc(Br)s1)N1CCC(c2nc3ccccc3o2)CC1	4
O=C(O)CN1C(=O)CCS(=O)c2ccccc21 (stereo unspecified)	1

Exported bar-delimited: entries from further up
compound | TbREL1 inh
O=C(Oc1ccc2ccc(O)cc2c1)c1ccccc1Cl | 2
CN(CCc1ccccn1)c1ncnc2[nH]ncc12 | 1

The results go on.
SMILES	TbREL1 inh
COc1ccc(S(=O)(=O)N2CCC(C(=O)NN3CCCCC3)CC2)cc1	-1
CCOC(=O)[C@H]1[C@H]2COc3ccc(C)cc3[C@@H]2N2C(=O)[C@@H](C)NC(=O)[C@@]12C	-2
Cc1ccc(C)c(NC(=O)C2CCCN2C(=O)NC2CCCCC2)c1 (stereo unspecified)	-1
Cc1ccccc1C(=O)Nc1nnc(CC(=O)N/N=C/c2ccncc2)s1	1
CC(=O)Nc1ccc(NC(=O)C(C)c2cccc(C(=O)c3ccccc3)c2)cc1 (stereo unspecified)	-2
COc1ccc(CN2CC(=O)N3[C@H]4c5ccccc5OC[C@@H]4[C@H](c4ccccc4)[C@]3(C)C2=O)cc1	-1
CC(C)C[C@H](NC(=O)c1nc[nH]c1C(=O)NC1CCNCC1)C(=O)OCc1ccccc1	10
CCC(=O)Nc1ccc(NC(=O)c2ccc3c(c2)OCO3)cc1	-1
Cc1ccc(/C=N/N2C(=O)c3ccccc3NC2c2ccc(C)cc2)cc1 (stereo unspecified)	1
COc1cccc(CN2CCC(C(=O)N3CCC(C)CC3)CC2)c1	0
CC(=O)NCc1ccc(C(=O)COC(=O)COc2ccccc2)s1	0
Cc1onc(-c2ccccc2)c1C(=O)N/N=C/c1cc(Br)c(O)c(Br)c1	-1
Nc1c(C(=O)NCc2ccc(F)cc2)c2nc3ccccc3nc2n1CCCN1CCOCC1	3
CCc1nc(N[C@H](C(=O)O)C(C)CC)c2oc3ccccc3c2n1 (stereo partly specified)	5
COCCCNC(=O)Cn1nnc(-c2ccc(NC(=O)c3ccc(F)cc3)cc2)n1	3
CCC1CCCCN1C(=O)CCNC(=O)Cn1cnc2ccccc2c1=O (stereo unspecified)	-1
COc1ccc(CCCNC(=O)C2CCC(=O)N(CCCN3CCCC3=O)C2)cc1 (stereo unspecified)	2
CCC(C)(C)NC(=O)c1cc([N+](=O)[O-])ccc1N1CCOCC1	0
CCOC(=O)[C@]12CCCC3=C1N(CCC3)C(=O)[C@@H](CC(=O)NCc1cccc(C(F)(F)F)c1)C2	2
COc1cc(C(=O)OCC(=O)NCCC2=CCCCC2)ccc1OCC(C)C	-3
O=C(/C=C/c1c(F)cccc1Cl)Nc1cccnc1	4
CC1(c2nnc(Cc3ccccc3)o2)CC(c2ccccc2Br)=NO1 (stereo unspecified)	0
Nc1nc(-c2ccccc2)nn1S(=O)(=O)c1ccccc1	0
COC(=O)Cn1nc(-c2cccc(OC)c2)c2ccccc21	5
CN1C(C(=O)NCc2ccc(OC(F)(F)F)cc2)CC2Cn3c(nc4cc5ccccc5cc43)C21 (stereo unspecified)	0
CN(CC(O)CN1CCOCC1)S(=O)(=O)O (stereo unspecified)	3
Cc1ccccc1CN1CCN(S(C)(=O)=O)CC1	0
CSc1ccccc1NC(=O)COc1ccc(S(=O)(=O)N2CCCC2)cc1	-5
CC(C)C(=O)c1cn(CC(=O)NCc2ccco2)c2ccccc12	-2
COc1cc(NC(=O)c2csc(-c3ccncc3)n2)cc(C(=O)Nc2cccc(C(F)(F)F)c2)c1	1
COc1ccc2nc3ccccc3nc2c1NC(=O)c1ccc(Cl)cc1Cl	-3
CCN(CC(=O)Nc1ccc(OC)cc1)C(=O)CSCc1c(C)noc1C	-1
NNC(=O)c1cc2c(s1)-c1cc(Cl)ccc1SC2	-2
CCOc1cc(C)c(Cl)cc1S(=O)(=O)NCc1ccc2c(c1)OCO2	6
O=C(CN(Cc1ccc(F)cc1)C(=O)CCC(=O)Nc1ccccn1)NCc1ccc(F)cc1	-2
Fc1ccc(Br)cc1C1C=C(c2ccc(Br)cc2)Nc2ncnn21 (stereo unspecified)	-3
COc1ccc(/C=C/C(=O)OCC(=O)Nc2ccc(N3CCOCC3)cc2)cc1	-5
COC(=O)C1=C(C)N(Cc2ccccc2)C(=O)N[C@H]1c1cccc(F)c1	-2
COc1ccccc1C(=O)NCC(=O)NNC(=O)c1cccs1	1
Cc1ccc2nsnc2c1S(=O)(=O)NC1CC1	0
CC(C)C(=O)Nc1ccc(NC(=O)c2cccs2)cn1	1
CCc1ccc(-c2cc(C(=O)O)c3ccccc3n2)s1	7
O=S(=O)(NCCC1=CCCCC1)c1cccc2nsnc12	1
Cc1ccc(-c2csc3nc(C)n(-n4cccc4)c(=O)c23)o1	0
O=C(/C=C/Nc1ccc([N+](=O)[O-])cc1Br)c1cccc2ccccc12	1
Cc1cc(C)n(CC(=O)n2c3c(c4ccccc42)CCCC3)n1	-2
CCN(CC)S(=O)(=O)c1cc([N+](=O)[O-])ccc1NNC(=O)Nc1ccc(F)cc1	6
CN(C)CCCn1c2c3ccccc3ccc2c2oc(=O)c3ccccc3c21	-8
Cc1ccc(C(=O)Nc2ccccc2C(=O)NCc2ccco2)cc1	2
CC(=O)Nc1cccc(NC(=O)CS(=O)(=O)c2cn(CC(=O)N3CCCC3)c3ccccc23)c1	-2
The results go on.
SMILES	TbREL1 inh
CC(=O)NC1(C(F)(F)F)C(=O)NC(C)=C1C#N (stereo unspecified)	-2
O=[N+]([O-])c1cc(S(=O)(=O)N2CCCC2)ccc1OCCOc1ccccc1	3
CCOC(=O)c1cccc(NC(=O)CN(C)S(=O)(=O)c2cc(OC)ccc2OC)c1	-1
COc1ccc(S(=O)(=O)N2CCN(Cc3cc4c(cc3Br)OCCO4)CC2)cc1	0
Cn1c(=O)c2c(nc(Br)n2CCc2ccccc2)n(C)c1=O	-4
O=C(COc1cccc(NC(=O)c2cccs2)c1)c1ccc(F)cc1	4
O=C(CC1S/C(=N/N=C/c2c[nH]c3ccc(OCc4ccccc4)cc23)NC1=O)Nc1ccccc1 (stereo unspecified)	4
COc1ccc(/C=C2\CCCC3C2=NN(C(=O)CSc2n[nH]c(N)n2)C3c2ccc(OC)cc2)cc1 (stereo unspecified)	0
CCOC(=O)c1cncc(C(=O)O)c1	1
CN1CCN(CC(=O)NN2CC(=O)N(c3ccc(F)cc3)CC2=O)CC1	-2
Cc1ccc(S(=O)(=O)NC2(C(F)(F)F)C(=O)Nc3c2c(=O)[nH]c(=O)n3-c2ccccc2)cc1 (stereo unspecified)	-1
N#Cc1nc(-c2ccco2)oc1NCCN1CCOCC1	-1
COC(=O)c1[nH]c2cc(OC)ccc2c1N=CN(C)C	-4
CCCNC(=O)C1(C)CCCN(Cc2cc(-c3ccccc3)n(C)n2)C1 (stereo unspecified)	-2
COc1cccc(C(C(=O)NC2CCCC2)N(C(=O)c2ccco2)c2ccccc2F)c1OC (stereo unspecified)	2
CC1(C)CCC(C)(C)c2cc(NC(=O)c3ccc(C(=O)O)cc3)ccc21	-2
O=c1c2ccccc2nc2c3ccccc3c(NCc3ccco3)nn12	0
COCCOC(=O)C1=C(N)OC2=C(C(=O)CC(C)(C)C2)C1c1cccnc1 (stereo unspecified)	-4
CCOC(=O)c1c(C)n(C)c2ccc(OCC(O)CN3CCN(C)CC3)cc12 (stereo unspecified)	5
COCCN(CC(=O)Nc1cccc(C)c1C)C(=O)c1cc2c(s1)CCC2	-2
COc1ccccc1NC(=S)NCc1ccco1	3
N#CC(c1ccc(Cl)cc1)c1nc2ccccc2nc1C(F)(F)F (stereo unspecified)	0
CC(=O)c1ccc(NS(=O)(=O)c2ccc(CC(C)C)cc2)cc1	3
COC(=O)[C@H]1C[C@@H]1[C@H](NC(=O)c1cccnc1)c1ccccc1	0
Cc1cccc(C(=O)NC(C)c2ccc(-n3ccnc3)cc2)c1C (stereo unspecified)	4
Nc1nnc(SCC(=O)Nc2cc(F)ccc2F)s1	-1
C=CC[C@@H](CC(=O)N(CCO)Cc1ccccc1)C(=O)N[C@H](COC(=O)[C@@H](CC=C)Cc1ccc(F)cc1)Cc1ccccc1	-2
